From PubChem
Dengue-2 NS5 capping = flavivirus cap methylation enzyme inhibition – biochemical, confirmation dose response, primary screen (AID 588689) | Dengue-2 NS5 methyltransferase capping enzyme assay, biochemical; higher % means a stronger effect | one-dose inhibition, % at 25 µM; IC50 in µM for titrated hits | 340,000 compounds, 0.3% hits; in the data active = a potency from the dose series
Rac1 GTP hydrolysis = MgcRacGAP GTPase-activating activity inhibitors, confirmation, biochemical, ADP Hunter fluorescence; MgcRacGAP-stimulated Rac1 GTP hydrolysis, ADP Hunter fluorescence; higher % means a stronger effect; GST-tagged Rac1 F28L mutant substrate; one-dose inhibition, % at 30 µM; IC50 in µM for titrated hits; 340,000 compounds, 0.6% hits;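 active = first-screen hits whose inhibition reached a set limit at any dose in the follow-up dose series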;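 also: fluorescence reports GDP produced by GAP-driven GTP hydrolysis; strong numbers were not always called active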
Dengue-2 NS5 capping pilot replicate = recorded beside Dengue-2 NS5 capping, whose call it bears; inhibition, %; measured here: pilot screen replicate inhibition
Starred values were filed as active, the others as inactive.

Start of the listing, in advance:
SMILES | Dengue-2 NS5 capping | Rac1 GTP hydrolysis | others
C[C@H]1CN([C@@H](C)CO)C(=O)CCCn2nncc2CO[C@@H]1CN(C)Cc1ccncc1 | -6% | 9%
O=C(CSc1nccn1-c1cccc(F)c1)NC1CCCC1 | 4% | 1%
CCCCCCN1C[C@@H](O)[C@H](n2cc(COC(=O)c3ccccc3)nn2)C[C@@H]1c1ccc(C)cc1 | -2% | 9%
C[C@]12c3[nH]c4cc(-c5ccco5)ccc4c3CCN1C(=O)[C@@H](CC(=O)NCCN1CCOCC1)C[C@@H]2C(=O)N1CCCCC1 | -2% | 12%
COc1ccccc1Cn1c(=S)[nH]c2cc(C(=O)N3CCCC(C)C3)ccc2c1=O (stereo not drawn) | -1% | 12%
O=C(NS(=O)(=O)Nc1ccccc1)C1=C(N2CCCC2)COC1=O | 3% | 8%
O[C@H]1C[C@H](c2ccccc2)N(Cc2cccs2)C[C@@H]1n1cc(C2CC2)nn1 | -1% | 13%
O=C(/C=C/c1ccccc1)Nc1cccc(C(=O)N2CCCCC2)c1 | -6% | 8%
O=C(COC(=O)Cc1c(F)cccc1Cl)NC(=O)Nc1ccccc1F | -4% | 4%
O=C(OCC#CCSc1nnc(-c2cccc3ccccc23)o1)c1ccc(F)cc1 | 2% | 9%
CCC1CCCCN1C(=O)c1cc(S(=O)(=O)N2CCOCC2)ccc1C (stereo not drawn) | -1% | 6%
O=C(NC[C@@H]1CC[C@@H](Cc2ccc(-c3ccccc3)cc2)O1)Nc1ccc(Br)cc1 | -1% | 11% | Dengue-2 NS5 capping pilot replicate=-5.2
Cc1ccc(NC(=O)c2ccc(Cl)nc2)cc1S(=O)(=O)N1CCOCC1 | 5% | -2%
Cc1ccc(-n2nnnc2CNC(=O)C(=O)c2c[nH]c3ccccc23)cc1C | -1% | 10%

This part in full, from the first entry:
SMILES | Dengue-2 NS5 capping | Rac1 GTP hydrolysis | others
C[C@H]1CN([C@@H](C)CO)C(=O)CCCn2nncc2CO[C@@H]1CN(C)Cc1ccncc1 | -6% | 9%
O=C(CSc1nccn1-c1cccc(F)c1)NC1CCCC1 | 4% | 1%
CCCCCCN1C[C@@H](O)[C@H](n2cc(COC(=O)c3ccccc3)nn2)C[C@@H]1c1ccc(C)cc1 | -2% | 9%
C[C@]12c3[nH]c4cc(-c5ccco5)ccc4c3CCN1C(=O)[C@@H](CC(=O)NCCN1CCOCC1)C[C@@H]2C(=O)N1CCCCC1 | -2% | 12%
COc1ccccc1Cn1c(=S)[nH]c2cc(C(=O)N3CCCC(C)C3)ccc2c1=O (stereo not drawn) | -1% | 12%
O=C(NS(=O)(=O)Nc1ccccc1)C1=C(N2CCCC2)COC1=O | 3% | 8%
O[C@H]1C[C@H](c2ccccc2)N(Cc2cccs2)C[C@@H]1n1cc(C2CC2)nn1 | -1% | 13%
O=C(/C=C/c1ccccc1)Nc1cccc(C(=O)N2CCCCC2)c1 | -6% | 8%
O=C(COC(=O)Cc1c(F)cccc1Cl)NC(=O)Nc1ccccc1F | -4% | 4%
O=C(OCC#CCSc1nnc(-c2cccc3ccccc23)o1)c1ccc(F)cc1 | 2% | 9%
CCC1CCCCN1C(=O)c1cc(S(=O)(=O)N2CCOCC2)ccc1C (stereo not drawn) | -1% | 6%
O=C(NC[C@@H]1CC[C@@H](Cc2ccc(-c3ccccc3)cc2)O1)Nc1ccc(Br)cc1 | -1% | 11% | Dengue-2 NS5 capping pilot replicate=-5.2
Cc1ccc(NC(=O)c2ccc(Cl)nc2)cc1S(=O)(=O)N1CCOCC1 | 5% | -2%
Cc1ccc(-n2nnnc2CNC(=O)C(=O)c2c[nH]c3ccccc23)cc1C | -1% | 10%
O=C(O)CCCN1C(=O)C2C3CCC(C3)C2C1=O (stereo not drawn) | -5% | -5%
Cc1cccc2nc(Cn3c(=O)n(CCC(=O)NCc4ccco4)c(=O)c4ccccc43)cc(=O)n12 | -13% | -5%
COc1cccc(C(=O)Nc2ccc3nc4n(c(=O)c3c2)CCCCC4)c1 | 3% | 21%
Cc1ccc(S(=O)(=O)N(C)c2ccc(OCC(=O)OCc3cccc(Br)c3)cc2)cc1 | 3% | 7%
C=CCN(C(=O)CSc1nnnn1C)c1nc(-c2ccccc2)cs1 | 7% | 8%
COc1cc(OC)c(C(=O)OCC(=O)NC2CCCCCCC2)cc1OC | -4% | 5%
COc1ccccc1C=NN1C(=O)CSC1=S | -8% | 4%
O=C(OCC(=O)N1CCCc2ccccc21)c1ccccc1OC(F)F | 0% | 2%
COCCCN1C(=O)C(CC(=O)NC2CCCCC2)CC(C(=O)N2CCOCC2)=C1C (stereo not drawn) | -3% | 14%
CC(=O)Nc1ccc2c(c1)Cc1ccc(Cl)cc1-2 | 0% | -2%
Cc1ccc(C)c(SCC(=O)N(C)C2CCS(=O)(=O)C2)c1 (stereo not drawn) | 8% | 6%
O=[N+]([O-])c1ccc(S(=O)(=O)NN=Cc2ccc3c(c2)OCO3)cc1 | 7% | -3%
C[C@@H]1CCCCO[C@H](CN(C)C)[C@H](C)CN([C@@H](C)CO)C(=O)c2cc(NC(=O)Nc3ccc(C(F)(F)F)cc3)ccc2O1 | -4% | 11%
Cc1ccc(S(=O)(=O)N2CCOCC2)cc1NC(=O)CSc1nnc(NC2CC2)s1 | -4% | 12%
COc1ccc(-n2c(C)c3c(C)nnc(C)c3c2C)cc1OC | 1% | 17%
O=C(CSc1nncs1)NNC(=O)c1ccccc1Br | 5% | 3%

Brought forward from above: two entries, followed by the next part.
SMILES | Dengue-2 NS5 capping | Rac1 GTP hydrolysis | others
COc1ccc(-n2c(C)c3c(C)nnc(C)c3c2C)cc1OC | 1% | 17%
O=C(CSc1nncs1)NNC(=O)c1ccccc1Br | 5% | 3%
Cc1ccccc1NP1(=O)OCCCN1Cc1ccccc1Cl (stereo not drawn) | -8% | 5%
CCCCNC(=O)C(C)N(CCN(C)C)C(=O)CCCN1C(=O)NC(c2ccc(Cl)cc2)C(C(=O)OCc2ccccc2)=C1C (stereo not drawn) | -4% | 5% | Dengue-2 NS5 capping pilot replicate=0.3
O=C1N[C@@H](c2ccccc2)COC(=O)[C@@H](Cc2ccc(F)cc2)CC/C=C/C[C@H]1CC(=O)N(CCO)Cc1ccccc1 | -5% | 5%
COc1cc(/C=C/C(=O)OCC(=O)NC(C)c2ccccc2)cc(OC)c1OC (stereo not drawn) | -1% | 6%
O=[N+]([O-])c1ccc(C=NNC(=S)Nc2ccc(F)cc2)cc1 | 3% | -3%
COc1cc2cnc(CCCC#N)cc2cc1OC | -9% | -4%
O=C(C[C@H]1C/C=C\CC[C@H](Cc2ccc(F)cc2)C(=O)OC[C@@H]2CCCN2C1=O)N[C@H](CO)Cc1ccccc1 | 10% | -1%
CCN1CCN(c2ccc(NC(=O)c3ccc4c(c3)OCCO4)cc2C)CC1 | -6% | 10%
COc1cccc(CN2CC(C(=O)N3CCSCC3)CCC2=O)c1 (stereo not drawn) | -1% | 8%
CC(C)n1cnc2c(NCc3ccccc3)cc(OCC3CCN(C)CC3)cc21 | 27% | 15%
CC(NC(=O)c1ccccc1Cl)C(=O)NCc1cccs1 (stereo not drawn) | 4% | 6%
CSCCC(NC(=O)c1ccc(Cl)cc1Cl)C(=O)N1CCCCCCC1 (stereo not drawn) | -6% | 4%
Cc1cccc(NC(=O)COC(=O)C(NC(=O)c2cccc(S(=O)(=O)N3CCOCC3)c2)C(C)C)c1 (stereo not drawn) | -2% | 3%
Cc1cc(CNC[C@H]2O[C@@H](n3cnc4c(N)ncnc43)[C@H](O)[C@@H]2O)no1 | -2% | 6%
COc1ccc(S(=O)(=O)N2CCOCC2)cc1NC(=O)COc1ccc2c(C)cc(=O)oc2c1 | 8% | 0%
O=C(c1ccoc1)N1CCN(c2cc(-c3cccnc3)nc3cc(-c4cccc(Cl)c4)nn23)CC1 | -2% | 7%
CC(C)=CCC/C(C)=C/CNC(=O)C[C@H]1C[C@H](C(=O)N2CCOCC2)[C@@]2(C)c3[nH]c4ccc(Cl)cc4c3CCN2C1=O | 0% | 5% | Dengue-2 NS5 capping pilot replicate=4.9
CC1(C)C(=O)Nc2ccccc2N1C(=O)COC(=O)c1cccnc1Cl | -9% | 7%
OC[C@@H]1[C@@H](c2ccc(F)cc2)C(c2ccccc2)=NN1c1ccccc1 | -1% | 6% | Dengue-2 NS5 capping pilot replicate=-3.7
COc1ccc(CNC(=O)COC(=O)c2cc(S(=O)(=O)N3CCOCC3)ccc2O)cc1OC | -2% | -2%
CCCCN(CC(=O)NC1CC1)S(=O)(=O)c1ccc(OCC)cc1 | -2% | 5%
O=C(NN=Cc1ccc(Cl)cc1Cl)C1CC1 | 6% | 1%
CC[C@](C)(O)c1cc2ccccc2c(=O)o1 | 3% | 1%
O=C(COc1ccc(Cl)cc1)N1N=C(c2cccs2)CC1c1ccco1 (stereo not drawn) | -10% | 6%
CCOC(=O)c1c(C)[nH]c(C)c1C(=O)COC(=O)/C=C/c1ccccc1[N+](=O)[O-] | -7% | 5%
O=C(CSc1nnc2ccc(-c3ccccn3)nn12)Nc1cccc(F)c1 | -8% | 19%
O=C(CN1CCN(C(=O)CCC(=O)N2CCC(c3ccccc3)=N2)CC1)Nc1ccc(F)cc1 | -6% | 2%
CC(NS(=O)(=O)c1ccc(Br)cc1F)[C@H](O)c1ccccc1 (stereo partly drawn) | -9% | 13%
CCn1c(SCC(=O)NC2CC2)nnc1-c1ccccc1 | 2% | 8%
O=C(Cc1cccc(F)c1)N1CCOCC1 | -13% | -3%
O=C(Nc1ccccc1)c1nc[nH]c1C(=O)NCCNC(=O)c1[nH]cnc1C(=O)Nc1ccccc1 | -16% | 12%
CCOC(=O)C1=CN(Cc2ccco2)S(=O)(=O)N(CC)C1c1ccc(F)c(Cl)c1 (stereo not drawn) | -4% | 6% | Dengue-2 NS5 capping pilot replicate=-1.2
CCNc1nc(NCC)n2c(SCC(=O)Nc3ccccc3OC(F)F)nnc2n1 | 8% | 9%
O=C(NC(CSC(=O)c1ccccc1)C(=O)O)OCc1ccccc1 (stereo not drawn) | -8% | 1%
CCN(CC)CCNc1oc(-c2ccccc2)nc1S(=O)(=O)c1ccccc1 | 2% | 5%
CCOC(=O)c1ccc(NC(=O)C2(N3C(=O)c4ccccc4C3=O)CCCC2)cc1 | 8% | 1%
CN(C)CCC(C(=O)c1ccccc1)c1ccccn1 (stereo not drawn) | -1% | 4%
O=C1N[C@@H](c2ccccc2)COC(=O)[C@@H](Cc2ccc(F)cc2)CC/C=C/C[C@@H]1CC(=O)N(CCO)Cc1ccccc1 | -4% | 3% | Dengue-2 NS5 capping pilot replicate=1.5
CCOc1ccc(OCC(=O)N2CCN(S(=O)(=O)c3ccccc3)CC2)cc1 | -5% | 15%
O=C(COC(=O)/C=C/c1ccco1)Nc1cc(S(=O)(=O)N2CCOCC2)ccc1Cl | 1% | 5%
O=C1N[C@@H](Cc2ccccc2)COC(=O)[C@H](Cc2ccc(F)cc2)C/C=C\C[C@@H]1CC(=O)N(CCO)Cc1ccccc1 | 1% | 6%
COCCCNC(=O)c1cc(S(=O)(=O)N2CCC3(CC2)OCCO3)ccc1F | 2% | -1%
CN(Cc1ccccc1)C(=O)COC(=O)c1c[nH]c2ccccc12 | -9% | -2%
O=C1Nc2ccccc2SC1c1ccccc1Cl (stereo not drawn) | -11% | 5%
C[C@H]1CN([C@@H](C)CO)C(=O)CCCn2cc(nn2)CO[C@@H]1CN(C)S(=O)(=O)c1ccc(-n2cccn2)cc1 | 5% | 12%
CCC(=O)c1ccc(OCC(=O)N(CC)CC2COc3ccccc3O2)cc1 (stereo not drawn) | -1% | 5%
COC(=O)C[C@H]1C=C[C@@H](C(C(=O)OC)C(=O)OC)CN1C(C)=O | -5% | 9%
O=C(COC(=O)/C=C/c1cccc(C(F)(F)F)c1)NC(=O)NCc1ccco1 | 2% | 1%
CC(C)[C@H](NC(=O)c1c(F)cccc1F)C(=O)OCC(=O)NNC(=O)c1ccccc1 | -3% | 14%
Cc1ccc(NC(=O)CSc2nnc(NC3CC3)s2)cc1S(=O)(=O)N1CCOCC1 | -2% | 6%
CCOC(=O)c1ccc(-c2cccc(-c3cc(=O)oc4cc(OC)cc(OC)c34)c2)cc1 | 10% | 11% | Dengue-2 NS5 capping pilot replicate=2.4
O=C1COc2ccc(C(=O)COC(=O)CCOc3ccccc3)cc2N1 | 5% | 2%
Cc1cc(N2CCCC2)ccc1NC(=O)COc1ccccc1 | -30% | 10%
O=C(COC(=O)c1cccnc1Cl)NC(=O)c1ccc(OC(F)F)cc1 | 6% | 4%
CCC1(C(=O)NC(=Nc2ccccc2)Nc2ccccc2)CCOC1=O (stereo not drawn) | 3% | -11%
CC(=O)Nc1ccc2c(c1)Cc1c(F)cccc1-2 | -1% | -2%
CN(NC(=O)NN(C)C(=O)c1ccccc1)C(=O)c1ccccc1 | 5% | -4%
CN(Cc1cnc2nc(N)nc(N)c2n1)c1ccc(C(=O)NC(CCC(=O)O)C(=O)O)c2ccccc12 (stereo not drawn) | 8% | 3%
O=C(COC(=O)CCSc1ccccc1)Nc1ccccc1Br | -2% | 7%
CSc1ccc(CNC(=O)C2CCC(=O)N(CCc3ccc(Cl)cc3)C2)cc1 (stereo not drawn) | 10% | 16%
CC1(C)CCc2cc(S(=O)(=O)N3CCN(S(=O)(=O)c4c(F)cccc4F)CC3)ccc2O1 | -2% | 7%
O=C1c2ccccc2[C@@H]2C[C@H]3O[C@H]3CCN12 | -4% | 7% | Dengue-2 NS5 capping pilot replicate=-4.5
CC(C)Nc1ncnc2[nH]ncc12 | -5% | 1%

Only part of the results is shown; the hit share may differ from the screen's.
